Screening data as filed in PubChem BioAssay.
EPAC1 antag – EPAC1 (human) antagonism. Potency, µM (highest dose often 115 µM), inactives show top-dose activity change, negative = inhibition, actives largely listed as inhibitors. EPAC1 GEF assay, Rap1b-BODIPY-GDP exchange fluorescence. O95398. hit rate 0.14% among 360,000;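 also: plate controls were vehicle for no effect and positive control for full effect; nearly all actives have a fitted effect of over 50% in size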
PTHR1 ag – PTHR1 (human) receptor agonism. Q03431. AID 743266. HEK293 GP2 PTHR1 cells, GloSensor cAMP luminescence, 1 h. Potency, µM (highest dose often 115 µM), inactives show at the top dose activation, usual class: activators. hit rate 0.075% among 410,000; also: nearly all actives have a fitted effect of over 55% in size; some results filed as inactive show a strong effect at the top dose; inactives centre near -15; many of its hits are not listed in these tables
Target sequence (Q03431 whole entry, looked up): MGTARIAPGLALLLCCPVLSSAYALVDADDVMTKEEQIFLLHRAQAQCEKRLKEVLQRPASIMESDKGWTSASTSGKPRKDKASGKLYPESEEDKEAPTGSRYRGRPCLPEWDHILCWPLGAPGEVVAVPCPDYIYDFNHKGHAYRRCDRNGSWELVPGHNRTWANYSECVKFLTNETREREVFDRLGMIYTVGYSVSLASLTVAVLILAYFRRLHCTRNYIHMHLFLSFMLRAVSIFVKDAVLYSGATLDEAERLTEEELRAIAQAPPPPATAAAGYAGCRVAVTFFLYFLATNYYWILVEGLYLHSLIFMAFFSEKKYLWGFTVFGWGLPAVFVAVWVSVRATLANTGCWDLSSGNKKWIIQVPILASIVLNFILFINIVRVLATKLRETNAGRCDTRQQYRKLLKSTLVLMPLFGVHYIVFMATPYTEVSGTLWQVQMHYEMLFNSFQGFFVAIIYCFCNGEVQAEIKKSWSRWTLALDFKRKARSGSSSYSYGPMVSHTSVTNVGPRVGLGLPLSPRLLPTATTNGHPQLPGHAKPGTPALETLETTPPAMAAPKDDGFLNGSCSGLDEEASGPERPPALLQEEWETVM
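HEK-293-derived GP2 cells expressing PTHR1 and a GloSensor cAMP reporter, 3,000/well, plated overnight, given luciferin plus IBMX (each 0.5 mM as added) for 1 h at 37 °C, then compound for 1 h at 37 °C. Luminescence was read after 15 min at room temperature.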
EPAC2 agonist – agonists of human EPAC2 (RAPGEF4); AID 720711; Potency, µM (top dose mostly 154 µM), for inactives: at the top dose activation, actives largely listed as activators; EPAC2 activation, biochemical qHTS; response scale: 100% = 6.5 mM cAMP response; hit rate 0.079% among 360,000; Q8WZA2; also: nearly all actives have a fitted effect of over 50% in size
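EPAC2 (100 nM) mixed with Rap1B loaded with BODIPY-GDP (250 nM) plus 50 uM unlabeled GDP; compounds pinned in, 5 min RT, then read every 5 min for 30 min (ex 480, em 540 nm). Normalized to cAMP control.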
EPAC1 agonist – EPAC1 (human) agonism | hit rate 0.073% among 360,000 | Potency, µM (highest dose often 154 µM), without a hit: at the highest dose activation, usual class: activators | O95398 | AID 720707 | EPAC1 agonist qHTS, biochemical assay; response scale: 100% = response to 6.5 mM cAMP; also: nearly all actives have a fitted effect of over 60% in size
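EPAC1 100 nM, Rap1B–BODIPY-GDP 250 nM, unlabeled GDP 50 uM; compound titration; 5 min RT; kinetic read ex480/em540 at 5-min intervals ×30 min; data normalized to 6.5 mM cAMP agonist control.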
TDP43 rescue – inhibitors of TDP-43 toxicity in yeast. Potency, µM (highest dose often 46.1 µM), inactives show top-dose growth rescue (activation), actives largely listed as activators. TDP-43 expressing yeast growth rescue, BacTiter-Glo, 24 h. hit rate 1.8% among 410,000; also: % of control where 0% means no effect; nearly all actives have a fitted effect of over 50% in size
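Galactose-induced TDP-43 yeast, OD600=0.02, compound pinned; 24 hr, 30 deg C; BacTiter-Glo luminescence for growth. Inhibitors of TDP-43 toxicity read as activators.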
EPAC2 antag – antagonists of human EPAC2. EPAC2 GEF exchange of Rap1B-BODIPY-GDP, fluorescence. AID 720708. Potency, µM (highest dose often 114 µM), for the others: at the top dose activity, negative = inhibition, most hits filed as inhibitors. hit rate 0.18% among 360,000; also: % is scaled to controls: 0 for no effect and ±100 for the full control effect; nearly all actives have a fitted effect of over 45% in size; many of its hits are not listed in these tables
aSyn yeast inh – alpha-synuclein toxicity inhibition in yeast; Potency, µM (highest dose often 46.1 µM), inactives show at the top dose growth rescue (activation), actives largely listed as activators; Yeast expressing alpha-synuclein, growth rescue, BacTiter-Glo, 24 h; hit rate 0.14% among 370,000; AID 652106; also: % of control where 0% means no effect; nearly all actives have a fitted effect of over 65% in size
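Readout is rescue of growth in alpha-synuclein-expressing yeast, so inhibitors of toxicity appear as activators. Growth after 24 hr at 30 deg C in galactose medium is quantified by luminescence.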
FUS suppressor – FUS proteinopathy suppression in yeast | S. cerevisiae FUS-expressing, growth rescue, OD600, 24 h | Potency, µM (highest dose often 76.6 µM), for the others: at the top dose growth rescue (activation), hits mostly activators | hit rate 0.24% among 390,000;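 also: plate controls were DMSO vehicle for no effect and reference control for full effect; nearly all actives have a fitted effect of over 55% in size; some results filed as inactive show a strong effect at the top dose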
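Steps: raffinose overnight preculture; dilution to OD 0.005 in 2% galactose minimal medium; compound addition (concentration series); 24hr at 30C, 99% humidity; absorbance read at 600 nm.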
Starred values were filed as active, the others as inactive; i = inactive; ? = inconclusive; . = no result given; [ ] = remark or other dose. Calls follow the shape of the dose curve; as a rule, active = well fitted curve in the direction sought with a large enough effect; inconclusive = small, poorly fitted or top-dose-only effect, or another doubt; inactive = no such curve, though single readings can be large; an effect the other way counts as inactive or inconclusive. Potency is read from the fitted curve at half-maximal effect. An excerpt; the hit share may differ from the screen's.

#	Molecule	EPAC1 antag	PTHR1 ag	EPAC2 agonist	EPAC1 agonist
1	CC(C)(C)c1ccc(C(=O)N2CCN(c3ncccn3)CC2)cc1	15%	-17%	0%	-3%
2	O=C(CCC(=O)c1ccc(F)cc1)NCC1(N2CCCCC2)CCCCC1	?	-50%[inhibitor]	6%	5%
3	CCc1cc(=O)oc2cc(OCC(=O)N3CCC(C(N)=O)CC3)ccc12	-2%	-3%	6%	-7%
4	COc1ccc(-c2c(NC(=O)c3ccco3)n(-c3ccc(C)cc3)nc(C)c2=O)cc1	-20%	-6%	7%	0%
5	O=C(NCCc1ccncc1)C12CC3CC(CC(C3)C1)C2	-11%	i	-2%	11%
6	CN(C)S(=O)(=O)N1CCC(Oc2cccc(C(=O)NC3CCCCC3)c2)CC1	-22%	-21%	0%	-17%
7	CC(C)[C@H](NC(=O)c1ccc(Cl)cc1Cl)C(=O)OCc1nc2ccsc2c(=O)[nH]1	-30%	i	0%	5%
8	COC(=O)[C@@]1(Cc2ccccc2)[C@H]2C(=O)N(C)C(=O)[C@H]2[C@H]2CN=C(SCC3CC3)N21	-14%	4%	-3%	-16%
9	O=C(NCc1ccco1)C(c1ccco1)N(C(=O)Cn1nnc2ccccc21)c1ccc2c(c1)CCC2 (centres undefined)	-18%	-9%	10%	13%
10	Cc1ccc(O)c(C(=O)c2cnc3c(c2)COc2ccccc2-3)c1	-18%	-32%[inhibitor]	14%	16%
11	CN(C)CCNC(=O)c1cccc2[nH]c(-c3ccncc3)nc12	3%	-12%	-5%	-6%
12	Cc1ccccc1Cn1nc(C)c(NC(=O)C(F)(F)F)c1C	1%	i	5%	3%
13	Cc1cc(=O)[nH]c2ccc(Cl)cc12	-8%	-16%[57.5 µM]	-8%	11%
14	CNC(=S)N1CCC(n2cnc3ccccc32)CC1	-6%	-10%	1%	-3%
15	CCOC(=O)C1CCN(CCC(=O)Nc2cccc(Cl)c2)CC1	8%	-8%[57.5 µM]	1%	-5%

#	TDP43 rescue	EPAC2 antag	aSyn yeast inh	FUS suppressor
1	25%	9%	10%	-3%
2	11%	-3%	-5%	21%
3	18%	5%	-3%	-11%
4	-7%	4%	-7%	-2%
5	13%	-6%	-1%	23%
6	?	-1%	6%	2%
7	15%	-6%	2%	3%
8	-1%	4%	-2%	-28%
9	20%	-7%	10%	42%
10	17%	-3%	-13%	14%
11	?	16%	17%	.
12	18%	16%	-4%	.
13	-11%	-1%	2%	27%
14	-13%	2%	2%	2%
15	4%	7%	-3%	-5%

More compounds:
#	Molecule	EPAC1 antag	PTHR1 ag	EPAC2 agonist	EPAC1 agonist
16	CCCOc1ccc(-c2c(C(=O)N/N=C(\C)c3ccco3)nnn2-c2nonc2N)cc1	10%	i	-8%	-9%
17	CCOc1ccc2nc(SCC(=O)N(C)C)[nH]c2c1	1%	-47%[inhibitor][57.5 µM]	1%	6%
18	C=CC[C@@H](CC(=O)OC(C)(C)C)C(=O)OC[C@@H]1CCCN1C(=O)[C@H](CC=C)CC(=O)NCCO	9%	-10%	25%	-8%
19	CCOC(=O)C1(Cc2cccc(OC)c2)CCCN(Cc2cnn(C)c2)C1 (centres undefined)	-2%	-5%	3%	0%
20	CCOC(=O)c1cc(CC)sc1NC(=O)CC1SC(N)=NC1=O (centres undefined)	0%	-1%	7%	2%
21	CCN(CC)c1ccc(/C=N/NC(=O)CN2CCCc3ccccc32)cc1	-6%	-9%	7%	10%
22	Cc1cc(C(=O)CSc2nnc(-c3ccncc3)n2-c2ccccc2)c(C)n1C	-11%	-5%	7%	-8%
23	O=c1[nH]nc(SCc2ccccc2)c(=O)[nH]1	9%	5%	6%	7%
24	Cc1nc2ccccc2n1CCC(=O)O	1%	-23%	-6%	-6%
25	Cc1ccccc1C(=O)NCC(c1ccco1)N1CCc2ccccc2C1 (centres undefined)	10%	-36%[inhibitor]	-4%	5%
26	O=C(O)C(Oc1ccc2c3c(c(=O)oc2c1)CCC3)c1ccccc1 (centres undefined)	-13%	i	0%	-8%
27	COc1ccc(Cl)cc1NC(=O)C1CSC(c2ccncc2)=N1 (centres undefined)	-25%	-11%	5%	-8%
28	COc1cc(S(=O)(=O)N2CCN(c3ccccc3F)CC2)c(OC)cc1Cl	?	-5%	15%	22%
29	CCC(C)(C)NC(=O)CN(C(=O)CCC(=O)Nc1cc(C)ccn1)c1ccc2c(c1)OCO2	-3%	i	4%	7%
30	Cc1cc(C)c(Cn2c3ccccc3c3cnn(CC(=O)NCCN4CCOCC4)c(=O)c32)c(C)c1	-16%	-10%	9%	-2%

#	TDP43 rescue	EPAC2 antag	aSyn yeast inh	FUS suppressor
16	-22%	7%	-15%	13%
17	-16%	1%	-1%	22%
18	1%	1%	0%	28%
19	-27%	11%	0%	8%
20	3%	1%[57.1 µM]	-4%	0%
21	2%	4%	11%	15%
22	-6%	15%	-9%	32µM*
23	-1%	18%	-1%	.
24	6%	4%	.	-3%
25	5%	1%	-3%	8%
26	-6%	-1%	0%	-16%
27	7%	2%	1%	-7%
28	26%	0%	-4%	3%
29	14%	0%	4%	5%
30	4%	-29%	-1%	37%

Four of the entries above in order of the FUS suppressor value, highest first.
no.	canonical_smiles	EPAC1 antag	PTHR1 ag	EPAC2 antag	FUS suppressor
18	C=CC[C@@H](CC(=O)OC(C)(C)C)C(=O)OC[C@@H]1CCCN1C(=O)[C@H](CC=C)CC(=O)NCCO	9%	-10%	1%	28%
29	CCC(C)(C)NC(=O)CN(C(=O)CCC(=O)Nc1cc(C)ccn1)c1ccc2c(c1)OCO2	-3%	i	0%	5%
28	COc1cc(S(=O)(=O)N2CCN(c3ccccc3F)CC2)c(OC)cc1Cl	?	-5%	0%	3%
20	CCOC(=O)c1cc(CC)sc1NC(=O)CC1SC(N)=NC1=O (centres undefined)	0%	-1%	1%[57.1 µM]	0%

Continued.
#	Molecule	EPAC1 antag	PTHR1 ag	EPAC2 agonist	EPAC1 agonist
31	Nc1nnnn1/N=C/c1cccc(Oc2ccccc2)c1	3%	i	-5%	-4%
32	O=[N+]([O-])c1ccc(N2N=C(c3ccco3)CC2c2ccccc2)cc1 (centres undefined)	19%	i	30%	?
33	Cc1cc(C(=O)NNC(=O)c2cccc([N+](=O)[O-])c2)n[nH]1	21%	8%	7%	3%
34	O=C(Nc1ncn[nH]1)c1cc(S(=O)(=O)Nc2ccc(Cl)cc2)ccc1Cl	-16%	i	-4%	1%
35	CCC(=O)NC(=S)Nc1ccccc1C(=O)NC1CCCCC1	-13%	i	17%	-6%
36	Cc1c(-c2nc(N)nc(Nc3ccc(F)cc3)n2)oc2ccccc12	-19%	-9%	-8%	-17%
37	COc1ccc(C2NS(=O)(=O)OCC2C)cc1 (centres undefined)	6%	6%	2%	-19%
38	CC(=O)N1CCN(C(c2ccccc2)c2nnnn2C(C)(C)C)CC1 (centres undefined)	-4%	i	4%	3%
39	CN(CC(=O)Nc1ccc(Cl)c(C(F)(F)F)c1)C(=O)c1ccc(OCC2CCCO2)cc1 (centres undefined)	?	-94%	0%	-5%
40	O=C(Nc1ccc(O)cc1)c1ccc(NC(=O)c2cccs2)cc1	5%	-3%	3%	0%
41	O=c1[nH]c2cc3c(cc2cc1CN(CCCO)C(=S)NCc1ccco1)OCO3	-4%	i	-7%	-4%
42	CCNS(=O)(=O)c1ccc(CCC(N)=O)cc1	-3%	?	-1%	-6%
43	O=C(CN1C(=O)c2cccc3cccc1c23)NCc1ccc2c(c1)OCO2	10%	-24%[57.5 µM]	5%	3%
44	COc1ccccc1CCC(=O)OCC(=O)NC1CCCC1	11%	-4%	5%	4%
45	CCC(=O)N=c1sc2c(OC)ccc(OC)c2n1C	9%	-2%	10%	-2%

#	TDP43 rescue	EPAC2 antag	aSyn yeast inh	FUS suppressor
31	12%	13%	10%	18%
32	10%	22%	1%	.
33	9%	4%	1%	-22%
34	1%	-7%	-8%	11%
35	-8%	17%	-1%	.
36	0%	-1%	-2%	-1%
37	-7%	13%	-7%	-37%
38	18%	3%	-3%	-17%
39	?	?	9%	32%
40	-26%	8%	5%	15%
41	-2%	7%	-4%	-17%
42	-29%	?	-2%	20%
43	-9%	5%	9%	32%
44	-4%	-3%	-1%	-3%
45	15%	-11%	2%	-19%

Continuation.
#	Molecule	EPAC1 antag	PTHR1 ag	EPAC2 agonist	EPAC1 agonist
46	O=C1CCC([N+](=O)[O-])C(c2ccc(F)c(Br)c2)N1 (centres undefined)	-2%	-12%	1%	0%
47	COCC(C)NS(=O)(=O)c1ccc(C(=O)NCCCn2ccc3ccccc32)cc1 (centres undefined)	-3%	i	3%	-3%
48	Cc1cccc(NC(=O)C(c2cccc([N+](=O)[O-])c2)N2CCCCC2)c1 (centres undefined)	-4%	-6%[57.5 µM]	7%	10%
49	CCOC(=O)c1oc2cc(O)c(CC)cc2c(=O)c1-c1ccc2c(c1)OCCO2	-19%	-30%	6%	-19%
50	Cc1cccc(Cn2cnc3c(nnn3Cc3ccc(F)cc3)c2=O)c1	11%	-9%	-7%	-5%
51	CCc1nnc(NC(=O)c2ccc(-c3ccc(Cl)cc3)o2)s1	2%	i	2%	-2%
52	CCN(CC(=O)NCc1ccco1)S(=O)(=O)c1ccc(F)cc1	-6%	-7%	21%	3%

#	TDP43 rescue	EPAC2 antag	aSyn yeast inh	FUS suppressor
46	-23%	4%	-1%	-2%
47	-7%	13%	-1%	19%
48	15%	-5%	4%	21%
49	16%	6%	-6%	3%
50	-13%	7%	-13%	11%
51	12%	-6%	0%	-36%
52	-12%	4%	-4%	-4%

Complete entries from above. Order of values: EPAC1 antag | PTHR1 ag | EPAC2 agonist | EPAC1 agonist | TDP43 rescue | EPAC2 antag | aSyn yeast inh | FUS suppressor
CCN(CC(=O)NCc1ccco1)S(=O)(=O)c1ccc(F)cc1 is entered as -6% | -7% | 21% | 3% | -12% | 4% | -4% | -4%
CCOC(=O)c1oc2cc(O)c(CC)cc2c(=O)c1-c1ccc2c(c1)OCCO2 is entered as -19% | -30% | 6% | -19% | 16% | 6% | -6% | 3%
